Screens as filed in PubChem BioAssay.
KB-3-1 tox – kills parental KB-3-1 adenocarcinoma cells. KB-3-1 viability, CellTiter-Glo ATP luminescence, 72 h. Potency, µM (doses to about 46.1 µM), for the others: top-dose activity change, negative = cytotoxic, actives largely listed as cytotoxic. 400,000 tested, 1.4% active; further: potency means the concentration at half of the fitted maximal effect; on the % scale 0 is the no-effect control and ±100 the full control effect; nearly all actives have a fitted effect of over 60% in size
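Multi-concentration cytotoxicity screen in KB-3-1 cells grown in DMEM lacking phenol red with 10% FBS. After 72 h at 37 °C with compound, ATP-dependent luminescence was recorded.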
ATXN2 expr inh – inhibitors of ATXN2 expression; AID 1745845; 360,000 tested, 0.72% active; HEK-293 ATXN2-luciferase reporter, luminescence, 24 h; Potency, µM (highest dose often 57 µM), without a hit: top-dose activity change, negative = inhibition, most hits filed as inhibitors; further: potency means the concentration at half of the fitted maximal effect; on the % scale 0 is the no-effect control and ±100 the full control effect; nearly all actives have a fitted effect of over 55% in size
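qHTS (up to 57 uM final) was run with 24 h compound exposure of reporter cells at 37 °C. Each well was multiplexed: SteadyGlo luminescence measured ATXN2-luciferase expression after a fluorogenic Gly-Phe-AFC viability readout (25 uM final).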
ATXN viability – viability counter-screen for ATXN expression inhibitors | Potency, µM (highest dose often 56.7 µM), actives largely listed as cytotoxic | AID 651635 | 400,000 tested, 0.49% active | S2 cells (HEK-293 line with an ATXN2-luciferase reporter) viability, CellTiter-Fluor protease fluorescence, 24 h; further: potency means the concentration at half of the fitted maximal effect; nearly all actives have a fitted effect of over 40% in size
IL-1B inflam inh – inflammasome signaling inhibition, IL-1 beta readout. THP-1 LPS/ATP IL-1B secretion, AlphaLISA, 16 h; hits give low values. activity change, % at 57.5 µM. AID 743279. 360,000 tested, 4.7% active; in the data active means activity change below about -50%; inconclusive means mostly about -30% to -49%; further: on the % scale 0 is the no-effect control and ±100 the full control effect
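Secreted IL-1B measured by AlphaLISA bead assay after 16 h compound exposure of THP-1 cells; compounds (final up to 57.5 uM) added 1 h before LPS (250 ng/mL) and ATP (1.25 mM) stimulation; lower signal means less secretion.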
SW480 rerep – induces DNA re-replication in SW480 colon adenocarcinoma cells; SW480 DNA re-replication, Hoechst DNA content imaging, 48 h; Potency, µM (titrated, usually from 46.1 µM), without a hit: top-dose re-replication activation, usual class: activators; 340,000 tested, 1.8% active; further: potency means the concentration at half of the fitted maximal effect; % of control where 0% means no effect; nearly all actives have a fitted effect of over 55% in size
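Readout is total intensity of Hoechst-stained nuclei, excited at 405 nm and collected at 500-530 nm. Compound treatment lasted 48 hr at 37 C in 5% CO2 before staining.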
HT1080 IDH1KD tx – kills HT-1080 cells with IDH1 knockdown; HT-1080 IDH1 knockdown viability, ATP luminescence, 48 h; Potency, µM (titrated, usually from 46.1 µM), for inactives: top-dose activity, negative = toxicity, most hits filed as cytotoxic; 360,000 tested, 2% active;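 further: potency means the concentration at half of the fitted maximal effect; 0% = DMSO wells and -100% = cell-free medium wells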
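HT-1080-IDH1KD cells (IDH1 knocked down), 750/well in RPMI with 5% FBS, treated with compound 48 h at 37 degrees C. Viability by CellTiter-Glo luminescence, normalised to DMSO and no-cell wells; concentration-response curves classed.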
MCF10A rereplic – inducers of DNA re-replication in MCF 10A breast cells; Potency, µM (top dose mostly 46.1 µM), for the others: top-dose activity, positive = re-replication, usual class: activators; 350,000 tested, 2.9% active; MCF 10A DNA re-replication, Hoechst nuclear intensity, 48 h; further: potency means the concentration at half of the fitted maximal effect; % of control where 0% means no effect; nearly all actives have a fitted effect of over 50% in size
HT1080-NT tox – kills 2HG-producing HT-1080-NT fibrosarcoma cells; 360,000 tested, 1.6% active; Potency, µM (highest dose often 46.1 µM), inactives show at the top dose activity, negative = less viability, hits mostly cytotoxic; AID 686970; HT-1080-NT fibrosarcoma viability, CellTiter-Glo ATP luminescence, 48 h;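 further: NT is the 2HG producing partner of a matched IDH1 knockdown line; potency means the concentration at half of the fitted maximal effect; 0% = DMSO-treated cells and -100% = media-only wells without cells; nearly all actives have a fitted effect of over 55% in size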
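Compounds were tested in concentration-response format on HT-1080-NT cells for 48 hours at 37 degrees C. Cell viability came from CellTiter-Glo luminescence; curves were classified by r2, response magnitude and activity.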
KB-V1 cytotox – KB-V1 MDR subline cytotoxicity; KB-V1 MDR cells viability, CellTiter-Glo, 72 h; Potency, µM (highest dose often 46.1 µM), without a hit: at the top dose activity change, negative = cytotoxicity, actives largely listed as cytotoxic; 400,000 tested, 3.4% active; AID 1347076; further: potency means the concentration at half of the fitted maximal effect; on the % scale 0 is the no-effect control and ±100 the full control effect; nearly all actives have a fitted effect of over 60% in size
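Compound-treated KB-V1 multidrug-resistant cells, 72 h, 37 degrees C; viability by CellTiter-Glo. Fitted qHTS curves give the values.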
Numbers without * were called inactive; i = inactive; ? = inconclusive; · = no result given; & = joins results of further samples; [ ] = another dose, or the depositor's remark. Unless noted, the call rests on the fitted dose curve; in most records, active means well fitted curve in the direction sought with a large enough effect; inconclusive means small, poorly fitted or top-dose-only effect, or another doubt; inactive means no such curve, though single readings can be large; an effect the other way counts as inactive or inconclusive. Compounds as they come, and some 11% of all compounds hit somewhere here.

compound,KB-3-1 tox,ATXN2 expr inh,ATXN viability,IL-1B inflam inh,SW480 rerep,HT1080 IDH1KD tx,MCF10A rereplic,HT1080-NT tox,KB-V1 cytotox
COc1ccc(CCNCc2c(-c3ccccc3)n(C)c3ccccc23)cc1,?,?,i,-97*,?,15µM*,?,?,?
Cc1ccc(SCc2[nH]nc3c2C(c2ccc(C)o2)C(C#N)=C(N)O3)cc1 (stereo not drawn),10%,-17%,i,-5,8%,?,?,-17%,-26%
Cc1ccc(OCCN2CCC2(C)C(=O)NCc2ccc(C(F)(F)F)cc2)cc1 (stereo not drawn),0%,0%,i,-19,·,?,·,?,-3%
COCCNC(=O)c1ccc2c(c1)ncn2-c1cccc(C)c1,?,2%,i,-11,?,?,?,?,?
CC(OC(=O)c1ccc(Cl)c(S(=O)(=O)N2CCOCC2)c1)C(=O)Nc1ccc(S(N)(=O)=O)cc1 (stereo not drawn),6%,3%,i,28,-67%[inhibitor],-1%,-22%,-1%,23%
Cc1ccccc1NC(=O)C(=O)Nc1ccccc1C,5%,25%,i,-9,-1%,?,-4%,?,-18%
Cc1ccccc1-n1c(Cn2c(=O)sc3ccccc32)nnc1SCC(=O)N1CCOCC1,6%,-5%,?,-17,2%,2%,0%,7%,33%
COc1ccc2c(C)c(CC(=O)NCCc3ccccc3)c(=O)oc2c1OC,-5%,-5%,i,·,·,·,·,·,-2%
Cc1ccc(S(=O)(=O)N2CCOC23CCN(S(=O)(=O)c2c(C)cc(C)cc2C)CC3)cc1,?,-16%,?,-19,10%,-17%,13%,-5%,?
O=C(CN(C(=O)CNS(=O)(=O)c1ccccc1)c1ccc2c(c1)OCCO2)NC1CCCCC1,11%,27%,i,0,-3%,14%,-3%,6%,4%
CCOC(=O)C(Cc1ccccc1)NC(=O)CCc1c(C)nc2nc(C)nn2c1C (stereo not drawn),0%&0%,-7%&-8%,?,?,-5%,12%,2%,9%,-18%&15%
COc1ccc(NC(=S)NCCc2ccccc2)c(OC)c1,-9%,2%,i,-2,1%,?,3%,?,0%
C=C(C)C1CC=C(C)/C(=N/NC(=O)COc2ccc(Cl)cc2)C1 (stereo not drawn),-1%,-7%,i,0,-5%,10%,17%,11%,3%
COC(=O)c1cc(C#N)c(OC(C)C)nc1C,-13%,2%,i,1,6%,25%,0%,17%,0%
CCOC(=O)C1=C(C)N(CCCCCC(=O)O)C(=O)NC1c1ccccc1Cl (stereo not drawn),29%,11%,i,7,-14%,6%,-2%,1%,26%
COc1cccc(N2CCN(C(=O)c3cccc(N4C(=O)NC5CC4(C)Oc4c(OC)cccc45)c3)CC2)c1 (stereo not drawn),7%,11%,i,-19,-4%,2%,-1%,5%,10%
Cc1csc(NC(=O)CCCC(=O)O)c1-c1nc2ccccc2s1,12%,-12%,?,·,15µM*,10%,11%,10%,1%
CCC1CCCCN1C(=O)CSc1nnc(N)s1 (stereo not drawn),-5%,-4%,i,10,5%,10%,-33%[inhibitor],11%,?
Cc1cccc(OCCOC(=O)c2c(-c3ccccc3)noc2C)c1,?,-15%,i,33,8.2µM*,?,18µM*,?,?
O=C(OCc1nnc(-c2cccs2)o1)c1cccnc1Cl,21%,5%,i,-13,7%,5%,-4%,-1%,13%
COc1cc(C(C)=O)ccc1Oc1ncnc2c1cnn2-c1cccc(Cl)c1,-1%,4%,i,9,7%,0%,1%,5%,0%
CCOc1ccccc1NC(=O)c1cc(S(=O)(=O)NCc2ccco2)ccc1F,-6%,·,?,-7,3%,2%,26%,-3%,-12%
COc1cccc(OC)c1OCCN1CCC(C(=O)NC(c2ccccc2)c2ncccc2C)CC1 (stereo not drawn),0%,-8%,?,0,·,-26%,·,-27%,3%
COc1ccc(-c2nc3ccccc3n2Cc2ccc(Cl)cc2)cc1,-24%,-37%,?,·,·,·,·,·,-19%
CC(C)(C)OC(=O)COc1ccc(/C=N/NC(=O)CN2CCCCC2)cc1,9%,55%[activator],i,-3,0%,8%,-8%,13%,-15%
Fc1ccccc1CN1CCCN(C(=S)Nc2cccc(Cl)c2)C1,?,-27%,i,?,?,?,?,?,?
FC(F)Oc1ccc(NC(=S)N2CCN(Cc3ccccc3)CC2)cc1,?,-15%,i,-4,-17%,-13%,13%,-5%,?
CCc1cc2c(=O)n3c(nc2s1)-c1[nH]c2ccc(OC)cc2c1CC3,9%,27%,i,0,·,15%,?,24%,-22%
COc1ccccc1N(CC(O)CN(c1ccccc1)S(C)(=O)=O)S(=O)(=O)c1ccccc1 (stereo not drawn),-9%,15%,i,-13,2%,10%,-10%,13%,13%
Cc1ccc(C2=NN(C(=O)CNCCO)C(c3cccs3)C2)cc1 (stereo not drawn),1%,·,i,0,-19%,10%,13%,7%,5%
Cc1nn(C)c2c1c(C(F)(F)F)cc(=O)n2C(C)C(=O)N1CCN(c2ccccc2)CC1 (stereo not drawn),?,-15%,i,·,·,·,·,·,-3%
COc1ccc(C(=O)NC(=S)Nc2ccccc2N2CCCCC2)cc1[N+](=O)[O-],?,29%,i,18,-2%,-19%,?,-21%,?
CCC(C)n1c(SCC(=O)NCc2ccco2)nnc1-c1cccc(S(=O)(=O)N2CCOCC2)c1 (stereo not drawn),-12%,-6%,i,30,-2%,6%,1%,1%,17%
O=C1CCc2cc(S(=O)(=O)NCCC(=O)NC3CCCCC3)ccc2N1,-1%,-7%,i,10,18%,19%,-1%,0%,?
COc1ccc(OC)c(NC(=O)c2nnn(CCc3ccccc3)c2N)c1,6%,3%,i,17,-1%,-8%,6%,-18%,14%
O=[N+]([O-])c1ccc(NCc2ccccc2)nc1,12%,41%[activator],i,-4,?,0%,?,5%,7%
C[C@H]1CN([C@@H](C)CO)S(=O)(=O)c2ccc(Br)cc2O[C@H]1CN(C)Cc1ccccc1,9%,-18%,?,-9,·,7%,·,18%,0%
Cc1cc(N2CCN(C(=O)Nc3ccccc3C#N)CC2)c2ccccc2n1,-4%,-24%,i,-16,-6%,-21%,1%,-10%,-6%
Cn1c(SCC(=O)NC2CCCCC2)nnc1-c1cc2cc(Cl)ccc2o1,0%,20%,i,-3,-5%,7%,1%,13%,-17%
COc1ccc(NC(=O)N(C)C[C@H]2Oc3ccc(NS(=O)(=O)c4ccc(OC)cc4)cc3C(=O)N([C@H](C)CO)C[C@@H]2C)cc1,13%,3%,i,-3,5%,6%,4%,-4%,7%
COc1cc(/C=N/NC(=O)c2cc(-c3c(C)nn(-c4ccccc4)c3C)n[nH]2)ccc1O,-8%,-10%,i,-29,?,-14%,21%,-9%,1%
CCCN(CCO)Cc1cccc(Oc2ccccc2)c1,-3%,-7%,?,-4,-2%,-4%,15%,2%,?
COc1ccc(Cl)cc1Nc1nc(NCCO)nc(N2CCCC2)n1,-4%,3%,?,24,-4%,?,18%,?,-6%
O=C(Nc1cccc2ccccc12)OC1C=CS(=O)(=O)C1 (stereo not drawn),?,?,i,·,26%,?,?,18µM*,?
NC(=O)c1ccc[n+]([C@H]2O[C@@H](COP(=O)([O-])OP(=O)(O)OC[C@H]3O[C@@H](n4cnc5c(N)ncnc54)[C@H](O)[C@@H]3O)[C@H](O)[C@@H]2O)c1,0%,87%[activator],i,48,2%,?,11%,?,29%
COc1ccc(Oc2nc3ccccc3nc2C(F)(F)F)cc1,11%,-8%,i,8,-9%,18%,6%,8%,-4%
COc1cc(NC(=O)c2ccnn2C)c(OC)cc1Cl,-12%,5%,i,2,-4%,1%,3%,-1%,9%
CCOC(=O)N/N=C/c1ccc(F)cc1F,2%,27%,i,-8,10%,11%,-4%,2%,19%
CC(NC(=O)CC(c1ccccc1)c1cc(Cl)ccc1O)c1ccccc1 (stereo not drawn),?,-1%,?,?,14%,?,?,-15%,21µM*
CC(C)CC(NC(=O)C1CCC(C)CC1)C(=O)NCc1ccccn1 (stereo not drawn),0%,4%,i,14,-9%,15%,-1%,7%,0%
COC(=O)CN1C(=O)[C@H]2[C@@H](C3CC3)N3C(=O)CN(Cc4ccc(-c5ccccc5)cc4)C(=O)[C@@]3(Cc3ccccc3)[C@H]2C1=O,-1%,-11%,?,-8,0%,7%,0%,-1%,6%
COc1ccc(-c2cn(Cc3ccc(C(N)=O)cc3)c(-c3ccncc3)n2)cc1,-28%,69%[activator],i,20,-8%,?,?,?,-32%

One compound at a time (already shown).
Results for CC(C)CC(NC(=O)C1CCC(C)CC1)C(=O)NCc1ccccn1 (stereo not drawn) : KB-3-1 tox: 0%; ATXN2 expr inh: 4%; ATXN viability: i; IL-1B inflam inh: 14; SW480 rerep: -9%; HT1080 IDH1KD tx: 15%; MCF10A rereplic: -1%; HT1080-NT tox: 7%; KB-V1 cytotox: 0%
Results for COC(=O)CN1C(=O)[C@H]2[C@@H](C3CC3)N3C(=O)CN(Cc4ccc(-c5ccccc5)cc4)C(=O)[C@@]3(Cc3ccccc3)[C@H]2C1=O : KB-3-1 tox: -1%; ATXN2 expr inh: -11%; ATXN viability: ?; IL-1B inflam inh: -8; SW480 rerep: 0%; HT1080 IDH1KD tx: 7%; MCF10A rereplic: 0%; HT1080-NT tox: -1%; KB-V1 cytotox: 6%
